Screens (PubChem)
RAD52 inh: RAD52 (human) annealing inhibition | recombinant RAD52 DNA annealing, FRET fluorescence | P43351 | inhibition, % at 18.7 µM | hit rate 0.46% among 360,000;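 active = every replicate showing at least 50% inhibition; inconclusive = mean inhibition at least 50% but not in every replicate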
Target sequence (P43351 whole entry, looked up): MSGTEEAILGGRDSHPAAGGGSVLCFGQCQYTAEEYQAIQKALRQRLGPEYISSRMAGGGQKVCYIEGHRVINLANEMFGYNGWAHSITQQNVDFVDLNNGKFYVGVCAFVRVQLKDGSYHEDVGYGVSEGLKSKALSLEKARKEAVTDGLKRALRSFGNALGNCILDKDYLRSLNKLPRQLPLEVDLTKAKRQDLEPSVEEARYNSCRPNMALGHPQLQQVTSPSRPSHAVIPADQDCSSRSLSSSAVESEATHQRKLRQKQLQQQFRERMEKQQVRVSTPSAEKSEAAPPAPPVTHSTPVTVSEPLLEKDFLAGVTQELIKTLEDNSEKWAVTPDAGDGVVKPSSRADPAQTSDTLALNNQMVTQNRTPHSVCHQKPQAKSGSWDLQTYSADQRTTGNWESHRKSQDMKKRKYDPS
DENV2 CPE: inhibitors of DENV2 cytopathic effect; DENV2-infected cells, cytopathic effect rescue, plate reader; CPE inhibition, % at 9.99 µM; hit rate 1.7% among 350,000; AID 651640; in the data active = CPE inhibition above about 20%, passing the limit was not always enough; inconclusive = no clear call, values can overlap the other calls; tested in BHK-21 cells;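 also: 0% = median of neutral control wells and 100% = median of positive control wells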
GSIS activator: primary screen for activators of insulin secretion dependent on glucose, INS-1E cells, GLuc reporter luminescence | AID 743287 | hit rate 0.61% among 370,000 | INS-1E GLuc reporter insulin secretion, 2-3 h | activation, % at 16.6 µM;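 active = lowest replicate activation of at least 40%, so every replicate reaches that level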;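 also: 0% = median of neutral control wells and 100% = median of IBMX positive control wells; some compounds called inactive have numbers as strong as hits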
E-sel inducer: induces E-selectin expression in human endothelial cells; P16581; HUVEC E-selectin immunofluorescence imaging; normalized: neutral wells 0, TNF-alpha wells 100; activation, % at 7.58 µM; hit rate 0.37% among 260,000; AID 686992;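 active = mean E-selectin-positive cell signal at least 10% of the positive control, reached in at least 60% of replicates, without over 20% cell loss; inconclusive = no rule given, readout overlaps actives, possibly toxicity-flagged; inactive = the rest, including those meeting only one limit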;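 also: in these data hits start at about 27%; measured in HUVEC primary endothelial cells; signal is the percent of cells scored E-selectin positive by PE staining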
Target sequence (P16581 whole entry, looked up): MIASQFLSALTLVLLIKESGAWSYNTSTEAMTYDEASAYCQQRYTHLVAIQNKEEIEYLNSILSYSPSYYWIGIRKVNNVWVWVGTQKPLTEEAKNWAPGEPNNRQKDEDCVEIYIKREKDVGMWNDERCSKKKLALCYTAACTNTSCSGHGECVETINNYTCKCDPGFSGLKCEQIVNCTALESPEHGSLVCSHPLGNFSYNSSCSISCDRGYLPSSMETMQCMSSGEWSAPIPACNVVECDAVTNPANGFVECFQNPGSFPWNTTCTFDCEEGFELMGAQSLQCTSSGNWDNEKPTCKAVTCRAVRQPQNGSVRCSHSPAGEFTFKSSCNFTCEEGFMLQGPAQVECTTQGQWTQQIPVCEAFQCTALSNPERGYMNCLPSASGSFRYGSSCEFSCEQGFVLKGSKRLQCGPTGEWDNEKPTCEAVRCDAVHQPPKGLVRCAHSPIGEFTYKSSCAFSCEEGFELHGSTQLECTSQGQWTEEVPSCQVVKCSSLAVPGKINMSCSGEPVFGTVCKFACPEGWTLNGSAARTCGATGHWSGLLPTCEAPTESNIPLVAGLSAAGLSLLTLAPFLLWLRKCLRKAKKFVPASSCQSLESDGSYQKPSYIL
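Material: HUVEC primary endothelial cells; Amount: 3,000 cells per well; Dosing: single concentration; Medium: EGM-2 growth medium on 0.1% gelatin-coated wells; Read-out basis: percent E-selectin-positive cells; Signal: immunofluorescence imaging; Control set: TNF-alpha, DMSO.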
CFTR F508del cor: CFTR F508del correction in bronchial cells | CFBE cells, YFP halide quenching; stimulated with forskolin plus potentiator P3; % fluorescence drop versus neutral controls | hit rate 0.36% among 350,000 | AID 720511 | activity (quench increase), % at 7.58 µM;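 active = mean added fluorescence quench of at least 8% versus neutral control, with both replicates also reaching 8%; inconclusive = only one of the mean or replicate conditions met; inactive = mean below 8% and not both replicates reaching 8%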;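 also: cells transiently co-express mutant CFTR-F508del with the halide-sensitive YFP; corrector assay measuring rescue of mutant channel to the surface after 24 h compound exposure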
Xi reactivation: reactivates the inactive X chromosome in mouse fibroblasts; XiGFP mouse fibroblasts, % GFP-positive cells imaging, 3 d; cells co-treated with 5-aza-dC sensitizer; scaled so ellipticine positive control = 100%; activation, % at 7.58 µM; hit rate 0.055% among 360,000; AID 743238;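 active = mean normalized replicate activation at least 10% and every replicate at or above 10%; inconclusive = only one of the two criteria met; inactive = mean below 10% and not all replicates reach 10%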;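 also: 0% = median of on-plate neutral control wells and 100% = ellipticine 6 µM median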
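Assay system: SV40-immortalized XiGFP fibroblast cells, line 68-5-11; buffer or medium: DMEM plus 5-aza-dC sensitizer; compound: one concentration, pinned; timing: compounds 3 days, fix/stain 15 min at room temperature; benchmarks: positive control ellipticine, 6 µM final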
CASP6 VEID inh: blocks human caspase-6 cleavage activity; hit rate 0.53% among 350,000; purified caspase-6, Z-VEID-R110 cleavage fluorescence; inhibition, % at 12.5 µM; AID 686996; P55212;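 active = mean inhibition across replicates at least about 35%, with every replicate also reaching that limit, limit read from the data; inconclusive = only one of the two criteria met; inactive = neither criterion met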;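 also: 0% = median of neutral control wells and 100% = no fluorescence left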
RAD54 branch: RAD54 (human) branch migration inhibition | inhibition, % at 10.4 µM | RAD54 Holliday junction branch migration, FAM/BHQ fluorescence | Q92698 | AID 602329 | hit rate 0.14% among 360,000;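 active = mean normalized replicate activity at least 40 and at least half of replicates scoring 40 or more; inconclusive = only one of the two criteria met; inactive = mean below 40 and under half of replicates reaching 40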;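 also: 0% = median of neutral control wells and 100% = median of positive control wells; inhibitors cause a drop in the FAM fluorescence signal; in these data hits start at about 50%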
Starred values were filed as active, the others as inactive; ? = inconclusive; . = no result given; & = joins results of further samples. Outcome played no part in choosing rows; overall some 3.7% were active at least once.

SMILES	RAD52 inh	DENV2 CPE	GSIS activator	E-sel inducer	CFTR F508del cor	Xi reactivation	CASP6 VEID inh	RAD54 branch
C/C(N)=N\S(=O)(=O)c1ccc(Cl)cc1	-6.6	-7.1	-3.6	.	.	.	1.3	-4.6
C[C@@H]1CN([C@H](C)CO)C(=O)c2cc(Br)cnc2O[C@H]1CN(C)Cc1ccccc1F	2.6&-10.1	8.6	26.5&18.0	-0.5&-0.5	0.0&0.8	-0.3&0.0	-0.8&5.5	3.6
CC(CCc1ccco1)NC(=O)Cn1ncc2c1-c1ccccc1OC2 (centres undefined)	-15.3	15.3	-10.9	-0.1	-0.8	0.2	0.2	1.7
CN1C(=O)c2cc(NC(=O)Cc3cccs3)ccc2OC[C@H]2O[C@@H](CC(=O)O)CC[C@H]21	-10.5	-5.4	2.0	0.1	1.1	0.2	-2.4	7.1
COc1ccccc1N(CC(=O)Nc1cccnc1)S(=O)(=O)c1ccccc1	-4.8	-1.7	2.4	.	-2.3	.	2.3	-5.0
Cc1ccc(OCCCC(=O)Nc2ccc3c(c2)OCCO3)cc1	-21.6	-1.3	23.3	.	-1.7	-0.2	1.9	2.3
CCOC(=O)c1cnc2ccc(OCC)cc2c1N(C)Cc1ccccc1	1.7	3.8	-4.0	0.2	.	0.1	3.2	6.1
CNC(=S)Nc1ccc2[nH]c(=O)[nH]c2c1	0.2	-5.9	2.4	3.1	-0.1	-0.1	-5.2	1.9
CCCN=C1N(C)C[C@@H]2[C@@H]3C(=O)N(Cc4ccccc4)C(=O)[C@@H]3[C@](Cc3ccccc3)(C(=O)OC)N12	-3.3	1.0	7.9	3.4	-0.5	0.4	-3.2	-16.6
O=C(OC1CCOC1=O)C1CCN(S(=O)(=O)c2ccccc2)CC1 (centres undefined)	1.2	-4.0	-5.4	-0.2	-2.2	0.2	0.8	13.8
O=C(NCCCN1CCCC1=O)c1cc(S(=O)(=O)N2CCOCC2)ccc1Cl	-6.1	17.9	5.0	-0.1	1.7	-0.1	3.5	-26.3
CN(C)c1ccc2c(c1)[C@@H]1C[C@@H](CC(=O)NCc3cccc(F)c3)O[C@@H](CO)[C@@H]1O2	-24.3	1.7	-11.1	0.5	0.5	0.4	-0.1	-9.4
Cc1cccc(C(=O)NC2=NCCS2)c1	5.1	0.4	-0.4	.	0.5	0.0	-9.6	.
C[C@H]1CN([C@@H](C)CO)C(=O)c2cccc(NC(=O)C3CCOCC3)c2O[C@H]1CN(C)C(=O)Nc1ccc(C(F)(F)F)cc1	-0.5	11.7	-12.5	0.0	3.4	-1.0	1.5	3.6
CC(=O)Nc1ccc(-c2ccnc3c2CC(C(=O)NCc2ccc(N4CCN(C)CC4)cc2)O3)cc1 (centres undefined)	35.4	-1.4	-2.0	0.6	-4.4	0.1	-5.8	31.1
CO[C@H](CN(C)S(=O)(=O)c1ccc(F)cc1)[C@H](C)CN([C@H](C)CO)S(=O)(=O)c1cccc(Cl)c1	-3.1	-5.4	-15.9	-0.2	1.5	0.0	-0.4	-1.7
Cc1ccc(C2CC(c3ccccc3)=NN2c2ccc(S(N)(=O)=O)cc2)cc1 (centres undefined)	-13.5	3.2	-13.8	-0.2	-0.9	0.1	1.1	5.5
CCC(=O)N1CCC2(CC1)CN(Cc1nccs1)[C@@H](CO)c1c2c2ccc(OC)cc2n1C	-52.5	-6.5	14.9	-0.2	1.9	0.2	.	.
COc1ccc(C(=O)C2CCCN(Cc3c[nH]c4ccccc34)C2)c(OC)c1 (centres undefined)	-1.9	.	-13.4	.	0.5	0.2	2.0	.
N#C[C@@H]1[C@H](c2ccc(-c3ccc(F)cc3)cc2)[C@@H](CO)N1c1nc(-c2ccccc2)cs1	62.9*	?	-5.0	-0.3	-0.3	0.1	0.5	.
CCN(CC(=O)Nc1ccc(C)c(S(=O)(=O)N2CCOCC2)c1)Cc1ccccc1	-9.6	7.1	-10.0	-0.9	0.6	-0.2	-64.6	-3.0
COc1cccc(CNC(C)(C)CO)c1OCc1ccc(Cl)cc1	0.4	6.4	-1.3	.	1.2	0.0	2.7	.
C[C@@H]1CCCCO[C@@H](CN(C)S(=O)(=O)c2cccs2)[C@H](C)CN([C@H](C)CO)C(=O)c2cc(NS(=O)(=O)c3cn(C)cn3)ccc2O1	14.9	-3.6	11.6	.	-1.6	-0.1	4.1	5.8
COc1ccc(C(C)(C)C)cc1S(=O)(=O)n1ccnc1C	-12.5	-3.1	2.1	.	-0.7	0.0	0.2	.
COc1ccc(-c2[nH]c(-c3ccccc3)nc2SCC(=O)Nc2nccs2)cc1	-19.4	-3.3	.	0.3	0.2	0.2	1.3	3.0
CNC(=O)C[C@H]1CC[C@@H]2[C@H](COC[C@@H](O)CN2C(=O)c2ccc3c(c2)OCO3)O1	-68.2	-6.6	-6.8	-0.1	0.4	0.1	31.8	2.8
C[C@H]1CN([C@@H](C)CO)C(=O)CCCn2nncc2CO[C@@H]1CN(C)Cc1ccccc1C(F)(F)F	-3.5&1.6	-0.3&0.7	-1.0&0.2	8.5	4.5&4.3	0.0&0.2	-0.6&-4.1	-14.9&-1.1
Cc1ccc(C(=O)Nc2ccc(N3CCN(C)CC3)cc2)cc1C	6.6	26.8*	8.1	.	0.4	0.0	-22.1	-7.6
COc1cccc(OC)c1C(=O)Nc1ccccc1C(=O)N1CCCCCC1	4.5	-3.6	-8.2	-2.5	0.0	-0.1	1.9	5.8
CC(C)N1C(=O)C2C(c3ccccc3O)NC(C)(C(=O)O)C2C1=O (centres undefined)	-18.0	?	17.2	.	-0.1	0.0	0.4	-4.9
CN(C)CC(=O)N1CC2(C1)[C@H](c1ccccc1)[C@H](CO)N2C(=O)C1CCCC1	-0.7	-7.2	8.8	-0.1	-1.2	0.2	2.0	.
COc1cc(-c2noc(CCC(=O)NC3CCCC3)n2)cc(OC)c1OC	-5.8	?	7.5	.	2.6	0.3	-0.1	-8.5
CCCC(C)NC(=O)Cc1ccc(Br)cc1 (centres undefined)	-15.3	1.7	0.6	-0.2	.	0.2	1.0	.
O=C(c1ccco1)N1CCN(Cc2ccc(F)cc2)CC1	-11.6	?	-2.4	-0.1	2.3	0.0	-4.4	-7.3
COc1ccc(NC(=O)Nc2ccc3c(c2)C(=O)N([C@H](C)CO)C[C@H](C)[C@H](CN(C)Cc2ccc4c(c2)OCO4)OCCCC[C@@H](C)O3)cc1	9.9	-12.2	-20.3	0.1	-0.7	-0.9	0.4	5.5
COCCCNC(=S)N1CCN(c2nc(-c3ccccc3)cs2)CC1	-20.2	-3.5	-1.1	0.0	2.7	0.0	-2.6	-6.5
C=C(C)Cn1c(N(CCO)Cc2ccccc2)nc2c1c(=O)[nH]c(=O)n2C	-18.1	3.5	32.0	.	-1.7	0.2	-1.7	-4.7
CNS(=O)(=O)c1cccc(C(=O)OCC(=O)Nc2ccc(OC)cc2[N+](=O)[O-])c1	-3.7	4.1	5.9	0.6	0.1	0.2	6.3	-0.7
O=C(N1CCOCC1)N1CCc2ccccc21	-8.4	-1.7	0.7	3.5	-2.0	0.0	-2.6	-9.5
COc1cc2c(cc1NC(=O)COC(=O)[C@@H](NC(=O)c1ccccc1F)C(C)C)oc1ccccc12	-4.2	-0.5	-11.9	-0.7	.	-0.1	-1.5	.

Limited to DENV2 CPE (two entries from above):
| compound | DENV2 CPE |
| --- | --- |
| CC(=O)Nc1ccc(-c2ccnc3c2CC(C(=O)NCc2ccc(N4CCN(C)CC4)cc2)O3)cc1 (centres undefined) | -1.4 |
| CO[C@H](CN(C)S(=O)(=O)c1ccc(F)cc1)[C@H](C)CN([C@H](C)CO)S(=O)(=O)c1cccc(Cl)c1 | -5.4 |

(next part)
SMILES	RAD52 inh	DENV2 CPE	GSIS activator	E-sel inducer	CFTR F508del cor	Xi reactivation	CASP6 VEID inh	RAD54 branch
C=CCOC(=O)C1=C(C)N=c2s/c(=C3\C(=O)N(CC(=O)O)c4ccccc43)c(=O)n2C1c1ccc(OC)cc1 (centres undefined)	-8.8	-1.9	-14.3	-0.3	0.7	1.4	20.0	2.5
COc1ccccc1C(=O)NC(CCSC)C(=O)NCCCSc1ccccc1 (centres undefined)	4.5	4.8	-24.2	2.5	-5.7	0.2	-1.3	.
CCOC(=O)C1(C)CCCN1C(=O)c1snnc1C (centres undefined)	11.5	-2.0	1.9	1.1	-3.7	-0.1	-2.0	-9.2
COc1ccc(C2CC2/C(C)=N/OC(=O)c2ccc(F)cc2)cc1 (centres undefined)	-3.2	-6.0	-4.8	.	0.0	0.0	-1.8	.
Cc1cccc(/C=N/NC(=O)CN2CCCCCCC2)c1	-17.1	-5.2	1.4	1.6	.	0.0	-22.6	8.5
O=C(Nc1c(Cl)cc(Cl)cc1C(=O)NCC1CCCO1)c1ccco1 (centres undefined)	-16.2	.	16.8	.	.	.	0.7	-12.1
COc1ccc(-n2nc(C(=O)NCc3ccco3)c3ccccc3c2=O)cc1	-1.3	.	24.2	.	.	.	1.1	4.9
CN(C)C(=O)c1cccc(-c2ccc(C3[C@@H]4CN(Cc5nccs5)C[C@H]3N4)cc2)c1 (some centres undefined)	.	?	9.3&-2.5	0.3&0.2	1.5&1.6	0.0&0.2	.	.
Cc1ccc(NC(=O)CSc2ncccn2)cc1S(=O)(=O)N1CCOCC1	-13.9	-2.1	2.7	.	2.1	0.0	2.0	-18.1
Cc1cccc(-n2c(=S)[nH]c3nc4c(cc3c2=O)COC(C)(C)C4)c1	-15.6	0.0	2.7	.	-1.6	0.0	-3.2	0.3
N#Cc1ccsc1NC(=O)CN1CCN(S(=O)(=O)c2ccccc2C(F)(F)F)CC1	-24.1	4.9	-5.1	1.7	.	-0.1	0.8	.
CC(NC(=O)CN1C(=O)NC2(CCCC2)C1=O)c1ccc(Cl)cc1Cl (centres undefined)	6.1	6.8	.	.	.	0.0	-2.6	.
Cc1ccc(C(=O)N2CCCc3ccccc32)c(Cl)c1	-6.4	-7.9	17.3	-0.3	-0.7	0.1	2.9	2.2
CC(=O)Nc1cccc(NC(=O)Nc2ccc(C)c(Cl)c2)c1	-15.2	7.0	3.2	.	-0.3	0.0	1.2	.
CCn1cnc2cc(NCc3ccccc3Cl)ccc21	-11.1	1.9	79.9	.	-3.2	0.4	3.2	-2.1
CC(=O)N(C)C[C@@H]1Oc2ncc(-c3ccc(C#N)cc3)cc2C(=O)N([C@@H](C)CO)C[C@@H]1C	-4.4	0.1	30.1	0.4	2.4	0.0	18.7	5.0
Cc1ccccc1-c1ccc([C@@H]2[C@H](CO)N3CCCCN(S(=O)(=O)Cc4ccccc4)C[C@@H]23)cc1	.	.	-16.5	1.0	-3.3	0.0	.	10.0
C[C@@H]1CN([C@@H](C)CO)C(=O)c2cc(NS(C)(=O)=O)ccc2O[C@@H]1CN(C)S(=O)(=O)c1cccs1	-9.1	?	12.7	-0.1	5.7	-1.4	-0.7	5.9
Cc1cccc(-n2nc3c(c2NC(=O)c2ccc4c(c2)OCO4)CS(=O)(=O)C3)c1C	-8.1	-7.5	-4.3	.	0.9	0.2	0.6	-8.6
CCn1c(SC(C)C(=O)N2CCOCC2)nc2sc(C)c(C)c2c1=O (centres undefined)	-12.5	.	29.6	.	-3.4	0.0	2.1	-3.9
